Tb hexokinase = T. brucei hexokinase 1 inhibition; recombinant TbHK1, G6PDH-coupled NADH A340; inhibition, % at 10 µM; hit rate 0.11% among 220,000; AID 1430;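 active = inhibition of 50% or more in the single-dose primary screen; inactive = inhibition below 50%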
p97 inhibitor = inhibitors of human p97 ATPase; P55072; recombinant p97 ATPase, Kinase-Glo ATP luminescence, 3 h; inhibition, % at 8 µM; hit rate 0.42% among 220,000; in the data active = inhibition above about 15%;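 note: 0% = DMSO vehicle and 100% = wells lacking enzyme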
EBV gp42 inh = EBV gp42 inhibition. Fluorescence polarization binding assay, mP read-out. inhibition, % (tested at 21.74 µM). hit rate 0.42% among 220,000. AID 1085; in the data active = inhibition above about 50%
Target sequence (Q1HVG2 whole entry, looked up): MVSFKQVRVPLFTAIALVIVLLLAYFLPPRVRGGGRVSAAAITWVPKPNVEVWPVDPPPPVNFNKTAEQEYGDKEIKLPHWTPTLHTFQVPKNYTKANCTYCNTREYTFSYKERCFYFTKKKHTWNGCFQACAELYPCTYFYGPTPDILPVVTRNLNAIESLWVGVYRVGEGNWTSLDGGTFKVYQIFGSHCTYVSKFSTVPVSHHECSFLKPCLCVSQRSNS
Calpain2 inh = calpain II (pig) inhibition. purified calpain II, fluorogenic peptide substrate, 30 min. inhibition, % at 16 µM. hit rate 0.37% among 220,000;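 active = inhibition above about 50%, limit read from the data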
p47phox inh = p47phox (human) inhibition. p47phox/p22phox peptide binding, fluorescence polarization, 2 h. AID 1274. P14598. inhibition, % at 24.7 µM. hit rate 0.53% among 220,000;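 active = inhibition above about 30%, limit read from the data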;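 note: 0% = p47phox with labelled peptide and 100% = labelled peptide alone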
RBBP9 inh = blocks human serine hydrolase RBBP9; inhibition, % at 7.94 µM; recombinant RBBP9, FP-Rh probe fluorescence polarization; AID 1515; hit rate 0.2% among 220,000;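 active = inhibition above the campaign mean of all tested compounds plus 3 SD, cut at about 14% in these data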;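 note: plate controls were DMSO wells with RBBP9 for no effect and wells lacking RBBP9 protein for full effect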
Target sequence (O75884 whole entry, looked up): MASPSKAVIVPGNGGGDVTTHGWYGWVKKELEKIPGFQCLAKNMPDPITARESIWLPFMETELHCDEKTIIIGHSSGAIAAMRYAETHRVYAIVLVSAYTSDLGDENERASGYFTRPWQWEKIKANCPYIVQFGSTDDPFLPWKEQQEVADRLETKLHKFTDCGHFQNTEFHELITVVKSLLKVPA
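Measured by: FP readout at 525/598 nm; material: recombinant human RBBP9; also added: Serine-hydrolase probe FP-Rh, 375 nM pre-mixing; medium: Tris buffer pH 8.0, NaCl, Pluronic; replication: one well per compound; doses: one concentration, 7.94 µM nominal, 0.794% DMSO; timing: preincubation 30 min plus labeling 45 min at 25 °C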
Runt-SMMHC FRET = Runt domain-CBFb-SMMHC interaction inhibition; inhibition, % at 20 µM; Q01196+Q13951; Cerulean-Runt/Venus-CBFb-SMMHC FRET ratio 530/480, 1 h; AID 1434; hit rate 0.74% among 220,000;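 active = mean inhibition across duplicate retests at 20 µM reaching about 50%, limit read from the data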;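 note: 0% = DMSO wells and 100% = wells with excess untagged CBFb-SMMHC; inhibitors lower the FRET ratio by blocking Runt binding to CBFb-SMMHC; some results filed as inactive read as strong as hits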
Runt-CBFb FRET = inhibitors of human RUNX1 Runt domain binding to CBFb; Q01196+Q13951; Cerulean-Runt/Venus-CBFb FRET ratio 530/480, 1 h; inhibition, % at 20 µM; hit rate 0.46% among 220,000; AID 1496;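 active = inhibition over about 50% at 20 µM in the single-dose screen, limit read from the data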;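 note: 0% = DMSO wells and 100% = excess unlabeled CBFb competitor control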
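Assay system: Cerulean-Runt domain / Medium: Tris 50 mM pH 7.5, KCl, K2SO4, 0.01% BSA / Timing: protein complex preformed 1 h, compound exposure 1 h, room temperature, dark / Measured by: FRET, excitation 422 nm, emission at 530 and 480 nm / Evaluation: loss of energy transfer signal / Control set: 5 µM unlabeled CBFb as full-inhibition high control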
Furin inhibitor = inhibitors of human furin | P09958 | purified furin, fluorogenic substrate cleavage | inhibition, % at 30 µM | hit rate 0.061% among 220,000 | AID 463115; in the data active = inhibition above about 25%; note: inactives centre near -15
Target sequence (P09958 108-714 limits assumed): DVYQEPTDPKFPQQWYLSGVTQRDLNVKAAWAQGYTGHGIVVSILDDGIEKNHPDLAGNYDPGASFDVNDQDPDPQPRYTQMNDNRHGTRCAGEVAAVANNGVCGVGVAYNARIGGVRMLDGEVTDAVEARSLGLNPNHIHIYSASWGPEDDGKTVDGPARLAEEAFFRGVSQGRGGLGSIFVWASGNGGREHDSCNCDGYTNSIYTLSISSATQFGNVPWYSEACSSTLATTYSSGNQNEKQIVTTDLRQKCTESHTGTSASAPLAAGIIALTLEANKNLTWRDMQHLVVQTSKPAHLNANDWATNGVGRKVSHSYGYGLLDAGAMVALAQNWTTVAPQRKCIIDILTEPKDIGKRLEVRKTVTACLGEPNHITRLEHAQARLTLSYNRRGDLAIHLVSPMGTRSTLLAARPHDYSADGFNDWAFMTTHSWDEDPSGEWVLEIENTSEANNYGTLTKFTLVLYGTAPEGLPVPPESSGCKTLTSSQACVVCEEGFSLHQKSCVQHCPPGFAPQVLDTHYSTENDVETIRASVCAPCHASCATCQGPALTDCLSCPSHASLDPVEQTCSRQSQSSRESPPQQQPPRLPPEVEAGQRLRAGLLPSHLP
* hit, by the source's call; nt = not tested or not shown; [ ] = dose if it differs, or a comment.

Screens in order: Furin inhibitor	EBV gp42 inh	Runt-CBFb FRET	RBBP9 inh	p47phox inh	Tb hexokinase	p97 inhibitor	Calpain2 inh	Runt-SMMHC FRET
O=C(COC(=O)c1ccc(Cl)cc1O)Nc1cccnc1Cl
  -4	5	0	-4	-9	9	5	-75	-1
Cc1nc2nc(C)c(CCC(=O)NC3CCCCC3)c(C)n2n1
  -25	-8	-1	1	-12	-2	3	2	0
Cc1cc(C(=O)COc2cccnc2[N+](=O)[O-])c(C)n1-c1ccccc1
  -2	-2	16	2	-9	36	-5	16	9
C=C(C)Cn1c(SCC(=O)O)nnc1-c1ccccc1
  -20[20 µM]	27	-1	5	2	0	2	17	0
O=C(CCCn1nnc2ccccc2c1=O)N[C@H](C(=O)O)c1ccccc1
  -31	-16	2	-13	-9	-3	0	-9	-2
CN(C)S(=O)(=O)c1ccc(C(=O)OCCn2cnc3c2c(=O)n(C)c(=O)n3C)cc1
  -22	-14	-2	0	-3	0	-1	5	2
c1ccc(OCCCn2nnc(-c3ccc(N4CCOCC4)cc3)n2)cc1
  -19	-2	0	-7	1	-1	-10	18	-5
O=C1C2C3C=CC(C4CC34)C2C(=O)N1Cc1ccccc1 (stereo not drawn)
  -20	-11	1	-1	-14	0	3	-37	2
CC(Oc1cccc(Cl)c1)C(=O)Nc1ccc([N+](=O)[O-])cn1 (stereo not drawn)
  5	15	1	-12	4	32	-5	16	0
Cc1cc2cc(C)c3nnc(SCC(=O)NCc4ccc5c(c4)OCO5)n3c2cc1C
  -11[20 µM]	-15	-6	-2	-9	-6	-1	-60	-1
Cc1ccc(-n2c(O)c(C=Nc3ccccc3-c3n[nH]c(=S)[nH]c3=O)c3ccccc3c2=O)c(C)c1
  -11	5	2	0	-40	-2	4	-20	3
Cc1ccc2cc(CN(C)S(C)(=O)=O)c(=O)[nH]c2c1
  -21	-19	-3	-4	-7	-5	4	-7	2
C=CCNC(=O)CSc1nnc(-c2cccs2)o1
  -13[20 µM]	-3	-2	3	2	3	4	3	0
N=c1sccn1CC(=O)Nc1cc(Cl)ccc1Oc1ccccc1
  -19[20 µM]	-26	0	0	-15	10	2	-2	-6
Cc1ccc(C(=O)O/N=C2/CC3CCC2(C)[C@@]3(C)CBr)cc1 (stereo partly drawn)
  -15	-5	-1	-7	-14	-7	-2	21	0
COc1cccc(CN2CCNC(=O)C2CC(=O)N(Cc2cnn(C)c2)C(C)C)c1 (stereo not drawn)
  -21	-7	0	-12	-10	0	1	-6	-2
COCCOC(=O)C1=C(C)NC(=S)NC1/C=C/c1ccccc1 (stereo not drawn)
  -12	-10	3	-3	3	28	5	12	-6
COc1ccc(C(C)=O)cc1CSc1nnc(SCc2cc(C(C)=O)ccc2OC)s1
  -26	-10	-5	-1	-15	-28	3	20	-3
Cc1coc(NC(=O)CSc2nc(-c3ccncc3)cc(C(F)(F)F)c2C#N)n1
  -14[20 µM]	-44	-10	9	-6	4	7	-210	-4
O=C(Cn1cnc2c(cnn2-c2ccccc2)c1=O)NC1CCCC1
  -30	-10	1	0	-12	1	7	-26	-4
COC(=O)CNC(=O)CNC(=O)Nc1ccccc1Cl
  -12[20 µM]	-1	1	-7	-7	0	0	25	1
CN(C)c1nc(N)c([N+](=O)[O-])c(NCC2CCCO2)n1 (stereo not drawn)
  -2	-10	-2	-5	0	-58	4	12	4
CCc1nnc(NC(=O)CSc2nnc(COc3ccc(C#N)cc3)n2-c2ccccc2)s1
  -1	-21	-5	-4	-12	2	3	-52	0
Cc1nc2c(-c3ccc(F)cc3)c(C)nn2c(C)c1CCC(=O)N1CCN(c2ccc(F)cc2)CC1
  -23	10	1	-9	6	-32	4	-23	-10
COc1ccc(C2CC(=O)C(CS(=O)(=O)c3ccccc3)C(=O)C2)cc1 (stereo not drawn)
  -8	2	-2	-7	10	4	-5	-142	-7
CN(C)c1ccc(C=C2C(=O)OC(C)(C)OC2=O)cc1
  4	-159	0	2	-76	-34	7	3	0
COC(=O)/C=C1/S/C(=N/NC(=O)c2ccc(Cl)cc2Cl)NC1=O
  -21	-11	-2	-6	-14	-36	22*	-17	-8
COc1ccc(/C=C2/SC(=O)N(CCC(=O)Nc3ccccc3)C2=O)cc1OC
  -13	-29	1	-4	-12	-21	3	4	-2
Cc1ccc(SCCCn2cncn2)cc1
  -19[20 µM]	-2	0	0	4	1	4	15	9
S=C(NCc1ccccc1)N1CCn2cccc2C1c1ccncc1 (stereo not drawn)
  -16	13	2	-7	3	-12	3	-18	0

Given with each value named: part of the list above
> Cc1nc2nc(C)c(CCC(=O)NC3CCCCC3)c(C)n2n1
  Furin inhibitor = -25
  EBV gp42 inh = -8
  Runt-CBFb FRET = -1
  RBBP9 inh = 1
  p47phox inh = -12
  Tb hexokinase = -2
  p97 inhibitor = 3
  Calpain2 inh = 2
  Runt-SMMHC FRET = 0

> S=C(NCc1ccccc1)N1CCn2cccc2C1c1ccncc1 (stereo not drawn)
  Furin inhibitor = -16
  EBV gp42 inh = 13
  Runt-CBFb FRET = 2
  RBBP9 inh = -7
  p47phox inh = 3
  Tb hexokinase = -12
  p97 inhibitor = 3
  Calpain2 inh = -18
  Runt-SMMHC FRET = 0

> COC(=O)/C=C1/S/C(=N/NC(=O)c2ccc(Cl)cc2Cl)NC1=O
  Furin inhibitor = -21
  EBV gp42 inh = -11
  Runt-CBFb FRET = -2
  RBBP9 inh = -6
  p47phox inh = -14
  Tb hexokinase = -36
  p97 inhibitor = 22*
  Calpain2 inh = -17
  Runt-SMMHC FRET = -8

(further entries)
Screens in order: Furin inhibitor	EBV gp42 inh	Runt-CBFb FRET	RBBP9 inh	p47phox inh	Tb hexokinase	p97 inhibitor	Calpain2 inh	Runt-SMMHC FRET
Cc1ccc(S(=O)(=O)N2CCOCC2)cc1NC(=O)CSc1cccc[n+]1[O-]
  -8	-7	1	-3	1	-5	0	18	3
Cc1cc(Nc2ccccc2N2CCOCC2)n2ncnc2n1
  -13[20 µM]	-13	-2	-9	-4	-8	2	-12	0
Cc1cc2ccccc2c(=O)[nH]1
  -18	0	-1	-5	8	-16	-2	5	1
CCC1Sc2ccccc2N(CC(=O)NCCC2=CCCCC2)C1=O (stereo not drawn)
  -5[20 µM]	5	-1	-8	-8	1	-2	20	-5
O=C(NCc1n[nH]c(=S)n1-c1cccc(C(F)(F)F)c1)c1ccc(S(=O)(=O)N2CCCC2)cc1
  -4	-8	-1	-11	-1	-9	-5	28	4
Cc1cc(OCCCCCN2CCCC2)ccc1Cl
  -23	-5	2	-2	-7	3	3	1	-1
CCN(CCn1cccn1)C(=O)CC1C(=O)NCCN1Cc1cccc(OC)c1OC (stereo not drawn)
  -21	-24	1	-2	-12	-6	7	0	-4
COc1cc2cc(Oc3ccc4ccc(=O)oc4c3)c(=O)oc2cc1OC1OC(COC(=O)CC(C)(O)CC(=O)O)C(O)C(O)C1O (stereo not drawn)
  -14	-8	8	-5	3	-287	7	-232	11
O=C(Nc1ccccc1C(=O)N1CCOCC1)c1ccncc1
  11[20 µM]	-26	1	4	-14	-8	2	0	1
Cc1ccc(C2CC(c3ccccc3OC(F)F)Nc3ncnn32)cc1 (stereo not drawn)
  -16[20 µM]	-18	-1	-7	-8	-13	-2	1	1
COC(=O)c1ccc(CSc2nnc(Nc3cccc(OC)c3)s2)o1
  -21[20 µM]	-24	-1	-9	-9	-3	-3	5	1
O=C(CCC1N=C2c3ccccc3N=C(SCC(=O)NCc3ccco3)N2C1=O)NCc1ccco1 (stereo not drawn)
  -4	4	6	-4	-9	-4	3	-78	4
COc1ccc(C2C(C#N)=C(C)NC3=C2C(=O)CC(C)(C)C3)c(OC)c1 (stereo not drawn)
  -15[20 µM]	-11	1	8	-6	-3	6	-357	21
CCn1c(SCC(=O)N=Nc2c(O)[nH]c3ccccc23)nc2ccccc21
  -14	4	-5	-4	-4	-15	2	-8	2
CCOC(=O)N1CCN(Cc2ccccc2F)CC1
  -20[20 µM]	-5	0	-3	5	5	-4	-1	-2
Cc1ccc(CNC(=O)NC23CC4CC(CC(C4)C2)C3)cc1
  -5	-7	-1	-11	-8	-3	4	0	0
Cc1cc(C)cc(Nc2nc3c([nH]2)c(=O)n(C)c(=O)n3C)c1
  -14	7	2	-3	-6	-11	0	-8	-6
CCCc1cc(=O)[nH]c(SCC(=O)c2cc(C)n(-c3cc(C)on3)c2C)n1
  -21	-7	-2	-7	2	-1	-4	34	3
CCCCCn1c(N2CCN(Cc3ccccc3)CC2)nc2c1c(=O)[nH]c(=O)n2C
  -25[20 µM]	-4	-7	-12	-1	0	-2	16	-2
O=C(O)CCN1C(=O)C2C3C=CC(C3)C2C1=O (stereo not drawn)
  -2	-15	0	-4	-4	5	-2	-4	-2
CCCC(C(=O)NCC1CCCO1)N(Cc1ccco1)C(=O)CNS(=O)(=O)c1ccc(F)cc1 (stereo not drawn)
  -22	-16	0	-4	-11	-2	1	6	1
Cc1ccc(C(=O)NC2CC3CCCC(C2)N3C(=O)NC2CCCCC2)cc1 (stereo not drawn)
  -17[20 µM]	-4	-4	-5	-16	-3	3	-8	4
CN1C(C(=O)NCc2ccccc2)CC2Cn3c(nc4cc(Cl)c(Cl)cc43)C21 (stereo not drawn)
  -28	-6	2	nt	-3	-5	nt	-18	0
CCOC(=O)c1cc(-c2ccccc2)n(CC(=O)O)c1C
  -13	4	-2	-10	15	2	0	12	0
CC1(C)C(=O)OC(/C=C\c2cccc([N+](=O)[O-])c2)C(C)(C)C1=O (stereo not drawn)
  -21	2	1	3	4	-1	1	-12	-3
O=C(CSC1=NNC(c2ccccn2)S1)Nc1cccc(Cl)c1 (stereo not drawn)
  -10	-13	8	-14	-5	-30	7	-10	2
COc1ccc(OC)c2sc(NC(=O)C3CC3)nc12
  -30	-15	1	-5	-12	-6	9	14	-3
O=C(NCc1ccco1)C12CN(Cc3ccccc3)CC1C(c1ccc([N+](=O)[O-])cc1)=NO2 (stereo not drawn)
  -3[20 µM]	6	17	-13	7	-1	-6	22	10
CCCCCCN1C2=NCCN2c2ccccc21
  1[20 µM]	-1	0	-7	-3	6	-1	-10	-1
O=C(C[n+]1cc(-c2ccc(Cl)c(Cl)c2)n2c1CCC2)N1c2ccccc2Sc2ccccc21
  -23	-11	2	-8	-34	7	7	-28	-7
Cc1cc(C)n(CCc2nc(-c3ccc(C)o3)cs2)n1
  -25[20 µM]	-7	13	-4	-14	-2	-1	-189	9
C=CCSc1nc(=O)n2ccc(C)cc2n1
  -16	-8	0	-9	-19	-17	3	-67	2
CC(=O)Nc1ccc(Nc2nc3ccccc3nc2NS(=O)(=O)c2ccccc2)cc1
  0	-3	3	-10	-13	-24	3	4	0
O=C(O)c1cc(NCc2ccccc2C(F)(F)F)ccc1N1CCOCC1
  -28	-17	4	-4	-7	-13	-1	-22	1
O=C(CSc1nnnn1-c1cccc2c1CCCC2)N1CCCC1
  -18[20 µM]	-2	0	0	-9	4	-7	11	-7
Nc1ccc(C(=O)N/N=C\c2cc(N=Nc3cccc4ccccc34)ccc2O)cc1
  -11	14	-4	-4	-69	-16	3	-14	-8
Cc1ccc(C)c(NC(=S)NC(NC(=O)Cc2ccccc2)C(Cl)(Cl)Cl)c1 (stereo not drawn)
  -3[20 µM]	-8	7	2	-23	-3	-2	-9	5
O=C(Nc1ccc(-c2nc3ncccc3o2)cc1)c1ccco1
  15[20 µM]	19	2	1	-11	-68	5	-157	3
COC(=O)c1ccc(CSc2nnc(C)s2)cc1
  -12[20 µM]	nt	nt	-3	nt	1	5	nt	-3
COC(=O)c1cccnc1-n1c(=O)c2cccnc2n(Cc2ccc(Cl)cc2)c1=O
  -12[20 µM]	-11	0	7	-7	4	-5	-13	2

Assay outcomes (PubChem)
